Bioassay records (PubChem)
ER stress rescue = protection against thapsigargin-triggered cell killing – 384-well, CSM14.1, ATP luminescence, primary screen (AID 1222); cellular ATP content (survival), % at 20 µM; hits with a dose series show EC50 in µM; CSM14.1 thapsigargin-induced death rescue, ATP luminescence; higher % means a stronger effect; 190,000 tested, under 10 active;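 active means EC50 below 50 µM in the dose-response confirmation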;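 further: death triggered by thapsigargin at about 15 µM added after 2 h compound pretreatment; cell ATP read after overnight thapsigargin exposure of roughly 18 to 22 hours; normalized against plate controls of thapsigargin alone and 5% DMSO vehicle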
PMI inhibitors = inhibitors of human PMI, primary screen, biochemical, fluorescence intensity, coupled assay (AID 1209); purified PMI enzyme, coupled fluorescence intensity; higher % means a stronger effect; one-dose inhibition, % at 20 µM; IC50 in µM for titrated hits; 0.42% of 190,000 active;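 further: plate controls were DMSO vehicle for no effect and wells lacking substrate for full effect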
Myeloid diff MLP = promotes myeloid progenitor differentiation | ER-HoxA9 myeloid progenitors, lysozyme-GFP differentiation, flow cytometry | calls only at 10 µM | 1% of 360,000 active | AID 624256;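 active means normalized GFP-positive differentiation at or above the plate's own cutoff, the solvent-only control mean plus 3 SD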;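 further: cells exposed to compound for four days before flow analysis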
M17LAP inhibition = P. falciparum M17LAP inhibitors, primary screen, biochemical, fluorogenic H-Leu-NHMec substrate, 1536-well (AID 1619); recombinant M17LAP, H-Leu-NHMec fluorogenic kinetic assay; higher % means a stronger effect; one-dose inhibition, % at 30 µM; IC50 in µM for titrated hits; 0.38% of 220,000 active;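 active means compound inhibiting the enzyme by more than half at any dose during confirmatory dose-response retesting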;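 further: plate controls were full reaction with DMSO carrier for no effect and no enzyme background for full effect; strong numbers were not always called active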
P. falciparum M1AAP = P. falciparum M1AAP inhibitors, biochemical, fluorogenic H-Leu-NHMec substrate, 1536-well (AID 1445). recombinant M1AAP, H-Leu-NHMec fluorogenic kinetic assay; higher % means a stronger effect. inhibition, % at 30 µM, or IC50 in µM where a hit was titrated. 0.42% of 220,000 active;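 active means primary inhibition above the hit cutoff, then over 50% inhibition at one or more dose response concentrations, cut at about 23% in these data, passing the limit was not always enough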;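 further: plate controls were DMSO full reaction for no effect and no enzyme background for full effect; strong numbers were not always called active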
TNAP activation fold = human TNAP enzyme activators, primary screen, biochemical, luminescent, no phosphate acceptor, uHTS (AID 1001); purified TNAP, luminescent activation assay, no phosphate acceptor; higher activation fold means a stronger effect; one-dose activation fold at 20 µM; EC50 in µM for titrated hits; 0.03% of 200,000 active; in the data active means activation fold from about 3, or a potency from the dose series; inactive means the rest, 99 in 100 with activation fold below about 1.6; further: many of its hits are not listed in these tables
human PMI inhibitors = MPI inhibition at elevated mannose 6-phosphate – biochemical, fluorescence intensity, high mannose 6-phosphate, primary screen (AID 1220); recombinant PMI enzyme, coupled fluorescence intensity; higher % means a stronger effect; inhibition, % at 20 µM; hits with a dose series show IC50 in µM; 0.66% of 190,000 active
XIAP antagonists = XIAP antagonists, biochemical, IAP family, fluorescence polarization (AID 1018). XIAP BIR domain, fluorescence polarization peptide displacement; higher % means a stronger effect. displacement, % at 20 µM; hits with a dose series show IC50 in µM. 0.007% of 200,000 active; in the data active means displacement above about 50%; further: a part of the inactive calls stands beside numbers as strong as those of hits
LYP inhibition = inhibitors of LYP phosphatase, biochemical, fluorescence intensity, uHTS (AID 1779) | recombinant LYP phosphatase, fluorescence intensity; higher % means a stronger effect | inhibition, % at 11.5 µM; hits with a dose series show IC50 in µM | 0.054% of 290,000 active;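 further: plate controls were vehicle with enzyme for no effect and no enzyme for full effect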
Myeloid diff MLP GFP+ MAC1+ % = recorded beside Myeloid diff MLP, whose call it bears; GFP+ MAC1+ double positive, %; measured here: differentiation confirmed by MAC1 staining
An asterisk follows results filed as active; i = inactive; x = no result given. Unless noted, no stated cut-off is given here; in the data, active means inhibition above about 50%; inactive means the rest.

Below each compound – ER stress rescue	PMI inhibitors	Myeloid diff MLP	Myeloid diff MLP GFP+ MAC1+ %	M17LAP inhibition	P. falciparum M1AAP	TNAP activation fold	human PMI inhibitors	XIAP antagonists	LYP inhibition
O=C(C1CCN(S(=O)(=O)N2CCC3(CC2)OCCO3)CC1)N1CCCCC1
→ 5.0%	2.8%	i	0.7	-6.9%	-3.0%	1.1	11.0%	0.0%	-7.4%
Clc1ccccc1CSc1cc2c(nn1)-c1ccccc1CC2
→ 1.0%	15.8%	i	0.8	-2.8%	-3.6%	1.1	10.1%	-5.4%	0.4%
CC(=O)N1CCN(CC(=O)Nc2c(Cl)ccc(C)c2Cl)CC1
→ 2.8%	-3.6%	i	0.6	-7.7%	3.6%	1.1	-4.0%	-5.8%	-7.5%
O=C(Cn1cnc2c(oc3ccccc32)c1=O)N1CCCc2ccccc21
→ -4.1%	-16.1%	i	1.3	11.5%	11.3%	0.9	-12.8%	-5.1%	-2.6%
CC(C)(C)c1ccc(C(=O)N2CCNCC2)cc1
→ -0.3%	-5.3%	i	1.4	-8.5%	2.6%	1	-4.5%	-3.8%	6.6%
COc1ccccc1N1CCN(C(=O)c2ccc3nc[nH]c3c2)CC1
→ -0.2%	-8.0%	i	0.5	10.2%	4.8%	1	-3.4%	-4.9%	-3.7%
CCOc1cc(C)c(S(=O)(=O)N2CCCCC2)cc1C
→ 0.7%	12.8%	i	0.9	-9.8%	0.7%	1.1	10.1%	-4.4%	-5.0%
COC(=O)c1ccccc1NCCO
→ x	x	i	0.0	-0.5%	12.7%	x	x	x	-10.1%
COc1cccc(-n2nnc3c(=O)n(Cc4ccc(Br)cc4)cnc32)c1
→ -0.5%	4.5%	i	1.1	-1.9%	2.3%	1.1	12.0%	-0.5%	2.0%
COc1ccc(S(=O)(=O)Nc2c(C)c(C)cc3c2ncn3C)cc1
→ -1.0%	-5.9%	i	0.3	10.5%	5.4%	1.2	-6.7%	-0.4%	1.5%
CC(C)N(Cc1cnn(C)c1)Cc1nc(COc2ccccc2)no1
→ 2.7%	3.1%	i	0.1	3.7%	-4.2%	1.1	7.8%	-7.1%	-7.7%
CCN(C(=O)COc1ccccc1)c1nnc(-c2cccnc2)s1
→ -0.1%	-5.8%	i	3.1	10.8%	2.9%	1	-3.0%	-1.9%	-1.9%
COc1cc(C2N(c3ccc(Cl)cc3)C(=O)C3CCCN32)cc(OC)c1OC (stereo not drawn)
→ -0.6%	-0.8%	i	1.3	-2.2%	4.0%	1.2	-0.4%	-5.0%	-2.3%
O=[N+]([O-])c1ccc2nc(-c3ccccc3)[nH]c2c1
→ -2.6%	8.0%	i	0.2	6.3%	11.2%	1	6.6%	-3.2%	-5.2%
Nc1nc(CSc2nc3ccccc3s2)nc(Nc2ccccc2)n1
→ -1.9%	16.5%	x	x	14.9%	2.0%	0.9	6.5%	-14.0%	-6.5%
O=C(COC(=O)c1ccc(O)cc1)Nc1nccs1
→ -1.4%	-2.7%	i	0.6	3.8%	8.0%	1.1	-6.3%	-3.0%	-2.9%
CCOC(=O)c1ccc(COC(=O)c2ccc3c(c2)-c2ccccc2C3=O)cc1
→ -1.3%	2.7%	i	2.7	3.7%	6.0%	1.1	1.2%	-2.6%	4.2%
CCOc1cc(/C=N/NC(=O)Cn2nc([N+](=O)[O-])cc2C)cc(Br)c1OCc1ccccc1F
→ -0.1%	8.8%	i	1.1	9.2%	-0.7%	1.1	5.8%	-3.5%	3.3%
O=[N+]([O-])c1ccccc1S(=O)(=O)N1CCN(Cc2cc3c(cc2O)OCO3)CC1
→ 0.3%	30.9%	i	0.4	-5.0%	0.8%	1.1	59.2%*	-3.4%	-7.9%
Clc1ccccc1/C=N/c1cc(-c2ccccc2)nn1-c1ccccc1
→ 2.8%	-2.1%	i	0.8	-0.4%	13.6%	1.1	-6.5%	-3.4%	0.0%

Other records:
Below each compound – ER stress rescue	PMI inhibitors	Myeloid diff MLP	Myeloid diff MLP GFP+ MAC1+ %	M17LAP inhibition	P. falciparum M1AAP	TNAP activation fold	human PMI inhibitors	XIAP antagonists	LYP inhibition
Cc1nc2cc(NC(=O)Nc3ccc(Br)cc3)ccc2o1
→ -3.3%	10.0%	i	0.1	-1.6%	0.3%	1.1	7.7%	-2.8%	1.1%
Cn1c(=O)n(C)c2cc(S(=O)(=O)NCc3ccccc3)ccc21
→ -1.5%	5.8%	i	0.8	3.7%	-4.0%	1	4.2%	0.8%	-11.0%
O=C(NNC(=O)c1cccnc1)NC1CCCCC1
→ -0.4%	1.0%	i	0.2	5.5%	-0.6%	1	-3.1%	-2.0%	-7.8%
O=C(/C=C/Sc1ccccc1)c1ccccc1
→ 0.7%	-4.5%	x	x	4.0%	2.2%	1.1	-4.0%	-1.0%	-5.4%
CN(C)S(=O)(=O)c1cccc(COC(=O)c2ccc3c(c2)OCO3)c1
→ -0.3%	2.0%	i	0.8	12.9%	-1.4%	1.2	-1.3%	-8.4%	0.5%
Cc1ccc(C(c2nnnn2C2CCCCC2)N2CCN3CCCC3C2)cc1 (stereo not drawn)
→ -0.7%	5.9%	i	0.8	-8.5%	3.7%	1.1	-0.2%	2.0%	-4.5%
COC(=O)c1c(C(=O)OC)c(-c2ccc(C)cc2)n2c1CCC2
→ -2.9%	6.7%	i	7.2	2.1%	-1.4%	1.1	1.7%	-2.0%	-4.4%
Cc1oc(-c2ccccc2)cc1C(=O)Nc1cccc(/C=C/C(=O)O)c1
→ 0.3%	-1.7%	i	0.4	18.7%	4.1%	1.1	-2.1%	-3.2%	2.0%
COC(=O)C(NC=O)C(O)(Cc1ccccc1)C(F)(F)F (stereo not drawn)
→ 1.2%	4.1%	i	0.5	-5.3%	2.4%	1.1	4.7%	-2.2%	-4.7%
CCc1ccc(NC(=S)NCC2CCCN2CC)cc1 (stereo not drawn)
→ 0.5%	2.5%	i	0.7	-0.9%	-20.1%	1	3.7%	-4.6%	-2.8%
O=C(Nc1ccc(Cl)cc1F)C1CCN(S(=O)(=O)c2cccnc2)CC1
→ 4.7%	1.7%	i	1.0	-0.8%	-0.2%	1.1	-1.1%	-6.0%	-4.8%
C=CCn1c(SCc2nc3ccccc3[nH]2)nnc1-c1ccc(OC)cc1
→ -0.9%	-4.5%	i	5.8	1.7%	-3.4%	1.3	-0.7%	0.5%	-11.1%
O=C(CN(Cc1ccc2c(c1)OCO2)C(=O)CSc1nc2ccccc2o1)NC1CCCCC1
→ -6.6%	5.4%	i	0.8	-5.3%	1.4%	1.3	0.2%	-2.8%	-5.7%
O=C1c2ccccc2C(Nc2ccc(Cl)cc2)N1CCN1CCOCC1 (stereo not drawn)
→ -1.4%	8.3%	i	2.6	-0.3%	-5.1%	1.2	5.9%	-0.9%	-2.9%
CC(=O)Nc1ccc(S(=O)(=O)N(C)CC(=O)OCC(=O)NC(C)C23CC4CC(CC(C4)C2)C3)cc1 (stereo not drawn)
→ -2.3%	-0.2%	i	0.5	0.3%	0.3%	1	-7.1%	-7.1%	-5.7%
Cc1cc(C(=O)OCC(=O)Nc2cc(S(=O)(=O)N(C)C)ccc2Cl)c2ccccc2n1
→ 1.4%	1.5%	i	0.4	0.7%	6.0%	1.5	2.9%	-8.9%	0.0%
Cc1ccc(OCc2ccc(C(=O)Nc3nccs3)o2)cc1C
→ -0.9%	7.3%	i	1.2	6.0%	5.8%	1.1	9.7%	-4.4%	3.5%
COc1ccc(Cl)cc1C(=O)NCc1ccco1
→ x	x	i	1.3	7.3%	8.4%	x	x	x	-3.1%
Cc1ccc(NC(=O)COC(=O)C2CCC(=O)N2)c(S(=O)(=O)N2CCOCC2)c1 (stereo not drawn)
→ -2.4%	1.7%	x	x	3.4%	-0.2%	1.1	1.6%	-17.4%	2.7%
O=C1CC(N(Cc2ccco2)C(=O)Nc2ccc(F)cc2)C(=O)N1c1ccc(F)cc1 (stereo not drawn)
→ x	8.5%	i	5.7	3.1%	23.6%*	1.1	3.5%	-5.6%	-2.8%

An excerpt from above in order of molecular weight, high to low.
Below each compound – ER stress rescue	PMI inhibitors	Myeloid diff MLP	Myeloid diff MLP GFP+ MAC1+ %	M17LAP inhibition	P. falciparum M1AAP	TNAP activation fold	human PMI inhibitors	XIAP antagonists	LYP inhibition
CCOc1cc(/C=N/NC(=O)Cn2nc([N+](=O)[O-])cc2C)cc(Br)c1OCc1ccccc1F
→ -0.1%	8.8%	i	1.1	9.2%	-0.7%	1.1	5.8%	-3.5%	3.3%
C=CCn1c(SCc2nc3ccccc3[nH]2)nnc1-c1ccc(OC)cc1
→ -0.9%	-4.5%	i	5.8	1.7%	-3.4%	1.3	-0.7%	0.5%	-11.1%
Nc1nc(CSc2nc3ccccc3s2)nc(Nc2ccccc2)n1
→ -1.9%	16.5%	x	x	14.9%	2.0%	0.9	6.5%	-14.0%	-6.5%
Cc1oc(-c2ccccc2)cc1C(=O)Nc1cccc(/C=C/C(=O)O)c1
→ 0.3%	-1.7%	i	0.4	18.7%	4.1%	1.1	-2.1%	-3.2%	2.0%
CCOc1cc(C)c(S(=O)(=O)N2CCCCC2)cc1C
→ 0.7%	12.8%	i	0.9	-9.8%	0.7%	1.1	10.1%	-4.4%	-5.0%
O=C(NNC(=O)c1cccnc1)NC1CCCCC1
→ -0.4%	1.0%	i	0.2	5.5%	-0.6%	1	-3.1%	-2.0%	-7.8%
CC(C)(C)c1ccc(C(=O)N2CCNCC2)cc1
→ -0.3%	-5.3%	i	1.4	-8.5%	2.6%	1	-4.5%	-3.8%	6.6%

(listing goes on)
Below each compound – ER stress rescue	PMI inhibitors	Myeloid diff MLP	Myeloid diff MLP GFP+ MAC1+ %	M17LAP inhibition	P. falciparum M1AAP	TNAP activation fold	human PMI inhibitors	XIAP antagonists	LYP inhibition
CC1(C)Cc2cccc(OCC(=O)Nc3ccc(OCC(N)=O)cc3)c2O1
→ 0.6%	-6.6%	i	1.1	15.8%	0.7%	1.1	-2.9%	-2.5%	-1.7%
COc1ccc(-c2nnn(CC(=O)N(CCCO)C(C(=O)NC3CCCC3)c3ccc(F)cc3)n2)cc1 (stereo not drawn)
→ -0.3%	-0.7%	i	0.2	x	x	1	-6.4%	-5.8%	5.7%
Cc1nc2c(cc(Oc3ccc(S(=O)(=O)N4CCOCC4)cn3)c3ccsc32)s1
→ 1.3%	-1.3%	i	0.5	-4.0%	-0.9%	1.1	21.8%	-8.9%	-0.8%
COc1cccc(/C=N/NC(=S)NC2CC3CC2C2C=CCC32)c1O (stereo not drawn)
→ x	x	i	0.8	9.4%	3.5%	x	x	x	2.7%
CCn1cc(S(=O)(=O)CC(=O)Nc2ccc3c(c2)OCO3)c2ccccc21
→ x	x	i	1.5	1.8%	0.4%	x	x	x	-10.5%
COc1ccc(CCN(Cc2cc3cccc(C)c3[nH]c2=O)C(=O)N2CCCC2)cc1OC
→ -1.7%	5.2%	i	0.7	9.3%	-5.5%	1.1	-0.4%	-0.8%	-2.6%
Cc1noc(C)c1COc1cccc(C(=O)OC(C)C#N)c1 (stereo not drawn)
→ x	1.4%	i	0.5	3.2%	1.1%	1.1	-3.3%	-8.2%	-7.0%
COC(=O)CCC(=O)Nc1ccc(N=Nc2ccccc2)cc1
→ x	5.3%	i	0.6	-0.2%	5.1%	1	6.6%	-19.7%	2.4%
